Source: PubChem
DAX1 inh-1: DAX1 (NR0B1) inhibition, primary screen; AID 652010; actives 1.1% (n = 370,000); HEK293T StAR-luciferase reporter, SF-1/DAX-1 repression relief; inhibition, % at 6.8 µM;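 active means inhibition above the mean over all tested compounds plus 3 SD, cut at about 3.6% in these data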;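 further: 0% = DAX-1 cells with DMSO and 100% = cells lacking DAX-1 with DMSO; higher inhibition means more luminescence from relief of DAX-1 repression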
ssDAF-12 act: activates DAF-12 receptor from parasite S. stercoralis | HEK293 ssDAF-12/GRIP1 lit1-tk-luc reporter, luminescence; % of 3 µM dafachronic acid response | activation, % at 6.8 µM | actives 1% (n = 370,000);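 active means activation above the mean over all tested compounds plus 3 SD, cut at about 0.9% in these data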;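 further: 0% = DMSO-only wells and 100% = 3 µM delta7-dafachronic acid wells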
SMARCA2 act: SMARCA2 function activation, primary screen | MG213 cells, MMTV-luciferase reporter, dexamethasone, overnight | activation, % at 9.1 µM | actives 1% (n = 370,000); in the data active means activation above about 7.8%;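 further: 0% = vehicle wells and 100% = reference activator wells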
HGIII-sPLA2 inh: Inhibits HGIII-sPLA2 liposome hydrolysis, primary screen. inhibition, % at 12.2 µM. actives 0.56% (n = 370,000). AID 743126. QFRET BODIPY PC-A2 liposome hydrolysis, fluorescence;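 active means inhibition above mean plus 3 SD of compounds lying within the high and low control bounds, cut at about 19% in these data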;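 further: 0% = median of test compound wells and 100% = no enzyme DMSO wells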
Target sequence (Q9NZ20 whole entry, looked up): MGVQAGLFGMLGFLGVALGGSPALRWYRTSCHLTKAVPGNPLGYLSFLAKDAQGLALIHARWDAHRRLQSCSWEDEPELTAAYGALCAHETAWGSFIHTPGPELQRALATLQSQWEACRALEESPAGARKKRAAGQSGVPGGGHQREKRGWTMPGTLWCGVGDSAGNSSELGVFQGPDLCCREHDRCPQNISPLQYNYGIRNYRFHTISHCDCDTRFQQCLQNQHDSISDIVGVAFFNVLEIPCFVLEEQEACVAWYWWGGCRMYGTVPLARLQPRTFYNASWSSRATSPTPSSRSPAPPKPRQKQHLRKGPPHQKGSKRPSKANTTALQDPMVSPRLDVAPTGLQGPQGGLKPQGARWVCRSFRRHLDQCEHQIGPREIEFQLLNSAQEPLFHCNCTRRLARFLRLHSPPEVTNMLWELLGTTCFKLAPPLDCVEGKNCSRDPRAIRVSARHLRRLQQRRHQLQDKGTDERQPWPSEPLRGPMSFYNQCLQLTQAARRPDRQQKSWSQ
PLCb3 inh: blocks human PLC-beta3 enzyme activity | Q01970 | Purified PLC-beta3, fluorogenic substrate, fluorescence | inhibition, % at 12.2 µM | actives 0.18% (n = 370,000) | AID 720704; in the data active means inhibition above about 11%;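 further: 0% = median of compound wells on plate and 100% = full blocker control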
FXN GAA850 act: frataxin GAA850 promoter activation; HEK293 lucGAA850 FXN promoter luciferase reporter, 24 h; percent of 10 µM SAHA response; actives 0.56% (n = 360,000); activation, % at 6 µM;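 active means activation above the average of all compounds screened plus 3 SD, cutoff fixed separately per campaign, cut at about 7.5% in these data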;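 further: 0% = DMSO wells and 100% = 10 µM SAHA wells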
hgDAF-12 ag: agonists of H. glycines DAF-12 nuclear receptor. HEK293 GAL4-hgDAF12 UAS-luciferase reporter, agonist luminescence; normalized to butyrate control. AID 687014. activation, % at 6.8 µM. actives 1.8% (n = 370,000);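 active means activation above a cutoff set at the mean of all screened compounds plus 3 SD, cut at about 10% in these data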;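 further: 0% = DMSO wells and 100% = sodium butyrate wells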
Rev-erbA mod: modulators of human Rev-erb alpha DNA binding | actives 0.79% (n = 370,000) | AID 1259318 | activity, % at 10 µM | P20393 | Rev-erbα–FITC-DNA binding, fluorescence polarization, 90 min;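 active means activity above about 14%, limit read from the data; passing the limit was not always enough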;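 further: 0% = DMSO wells with 35 nM protein and 100% = DMSO wells with 750 nM protein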
hcDAF-12 act: activators of H. contortus DAF-12 nuclear receptor; HEK293 hcDAF-12 lit1-tk-luc reporter, luminescence; 0% DMSO, 100% Δ7-dafachronic acid; activation, % at 6.8 µM; actives 1.4% (n = 370,000);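 active means activation above the mean of all tested compounds plus 3 SD, cut at about 5.5% in these data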;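 further: 100% = response to 3 µM Δ7-dafachronic acid high control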
PG9 binder: small molecules binding HIV-1 gp120 antibody PG9; TR-FRET gp120-PG9 antibody binding; inhibition, % at 6.7 µM; actives 0.43% (n = 360,000); AID 624416; in the data active means inhibition above about 8.5%
DAX1 inh-2: inhibitors of human orphan nuclear receptor DAX1 (NR0B1); HEK293 Gal4-DAX1 luciferase reporter, luminescence; AID 504766; actives 0.99% (n = 340,000); inhibition, % at 6.75 µM; P51843;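 active means inhibition above the mean over all tested compounds plus 3 SD, cut at about 4.2% in these data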;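 further: 0% = DAX1-transfected cells with DMSO and 100% = empty-vector control cells with DMSO; inhibition shows as a rise in luminescence from relieved DAX1 repression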
Target sequence (P51843 207-470 limits assumed): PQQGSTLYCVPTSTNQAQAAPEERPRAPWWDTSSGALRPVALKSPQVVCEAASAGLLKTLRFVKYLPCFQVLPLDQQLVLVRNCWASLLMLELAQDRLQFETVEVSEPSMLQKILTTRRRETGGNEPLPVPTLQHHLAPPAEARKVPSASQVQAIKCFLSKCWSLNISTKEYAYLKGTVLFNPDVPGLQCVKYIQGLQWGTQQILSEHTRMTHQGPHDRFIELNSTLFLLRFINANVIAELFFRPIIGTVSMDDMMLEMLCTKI
Numbers without * were called inactive; i = inactive; · = no result given.

SMILES	DAX1 inh-1	ssDAF-12 act	SMARCA2 act	HGIII-sPLA2 inh	PLCb3 inh	FXN GAA850 act	hgDAF-12 ag	Rev-erbA mod	hcDAF-12 act	PG9 binder	DAX1 inh-2
CCCCCCC(=O)Oc1cccc(C2=CC(=O)CC(C)(C)C2=O)c1	2.0	-1.2	-1	-9	-1	0.5	3.6	-4	0.9	-0.1	0.3
CCC1SC(=Nc2cccc(C)c2)NC1=O (centres undefined)	0.2	-1.6	-2	-7	-1	1.5	-0.7	3	0.3	-1.0	0.4
CC(=O)c1ccc(NC(=S)N2CCCC(C(F)(F)F)C2)cc1 (centres undefined)	1.0	-1.6	-1	5	2	2.1	-2.6	0	-2.5	-0.8	0.2
O=C(COc1ccc2oc(-c3ccccc3)cc(=O)c2c1)Nc1ccccc1	-0.1	-1.5	-1	-4	-1	1.0	4.7	-4	-1.6	0.9	-0.1
COc1ccc(CCNC(=O)c2cc(-c3ccncc3)nc3ccc(S(=O)(=O)N4CCOCC4)cc23)cc1OC	1.2	-1.6	-2	-3	-7	3.7	-1.4	-3	0.3	-0.8	0.2
CCOc1ccc(N(CC(=O)N2CCCCCC2)S(=O)(=O)c2ccc(F)cc2)cc1	-1.2	-0.9	-2	1	-6	3.3	0.2	5	0.0	-0.6	-0.7
O=C(Cn1cnc2c(cnn2-c2ccccc2)c1=O)N1CCOCC1	0.2	-1.7	-2	4	5	-1.0	1.4	4	0.3	-1.2	1.3
COC(=O)CCC(=O)Nc1ccc2oc3c(c2c1)CCCC3	-0.6	-1.8	-5	1	-8	0.0	0.1	-2	-1.9	1.0	0.5
CCN(c1ccccc1)S(=O)(=O)c1ccc(C(=O)N2CCCC(C(F)(F)F)C2)cc1 (centres undefined)	0.1	0.6	-2	10	-7	1.6	-0.3	-4	-1.6	1.2	0.5
CC1CCN(c2nc(-c3ccccc3)c(C#N)c(=O)[nH]2)CC1	-0.6	-1.3	5	1	-4	1.4	2.6	0	-1.7	-0.1	0.8
COc1ccc(C(=O)NNC(=O)CN(C)S(=O)(=O)c2ccc(Cl)cc2)c(OC)c1OC	-1.6	-0.6	-1	1	2	-1.5	-0.7	-3	-0.9	-0.9	-1.1
O=S(=O)(c1ccc(Cl)cc1)N1CCC(n2cnc3cc(C(F)(F)F)ccc32)CC1	-0.6	-1.3	-2	-2	-14	-0.1	-3.4	5	-1.3	3.0	-1.9

Structures above containing nitrogen in an aromatic ring:
SMILES	DAX1 inh-1	ssDAF-12 act	SMARCA2 act	HGIII-sPLA2 inh	PLCb3 inh	FXN GAA850 act	hgDAF-12 ag	Rev-erbA mod	hcDAF-12 act	PG9 binder	DAX1 inh-2
COc1ccc(CCNC(=O)c2cc(-c3ccncc3)nc3ccc(S(=O)(=O)N4CCOCC4)cc23)cc1OC	1.2	-1.6	-2	-3	-7	3.7	-1.4	-3	0.3	-0.8	0.2
O=C(Cn1cnc2c(cnn2-c2ccccc2)c1=O)N1CCOCC1	0.2	-1.7	-2	4	5	-1.0	1.4	4	0.3	-1.2	1.3
CC1CCN(c2nc(-c3ccccc3)c(C#N)c(=O)[nH]2)CC1	-0.6	-1.3	5	1	-4	1.4	2.6	0	-1.7	-0.1	0.8
O=S(=O)(c1ccc(Cl)cc1)N1CCC(n2cnc3cc(C(F)(F)F)ccc32)CC1	-0.6	-1.3	-2	-2	-14	-0.1	-3.4	5	-1.3	3.0	-1.9

More records
SMILES	DAX1 inh-1	ssDAF-12 act	SMARCA2 act	HGIII-sPLA2 inh	PLCb3 inh	FXN GAA850 act	hgDAF-12 ag	Rev-erbA mod	hcDAF-12 act	PG9 binder	DAX1 inh-2
Cc1ccc(C)n1-c1nccc(-c2cccs2)n1	-0.5	0.4	4	0	i	1.9	1.1	-5	5.2	-0.8	1.5
CN(C)S(=O)(=O)c1ccc(NC(=O)CCCNC(=O)c2ccc(Cl)cc2)cc1	-0.3	-1.1	4	2	4	-2.9	-0.6	1	1.6	-0.6	-0.6
COc1cc(/C=C2/N=C(c3ccccc3F)OC2=O)cc(Cl)c1OS(C)(=O)=O	-0.7	-1.5	-4	-2	0	-4.4	-0.9	-2	-2.0	-1.8	0.8
COc1ccc(-c2nc(NC(=O)Cn3cnnn3)sc2C)cc1	0.5	-1.4	-1	-1	-6	1.0	-1.3	-1	-1.1	-1.2	2.8
CCCCCCCCN1CCS(=O)(=O)N(Cc2ccc(Cl)cc2)C(C(=O)OC)C1 (centres undefined)	0.6	-1.2	0	1	-1	·	-1.7	1	0.2	·	·
COc1ccc(C(=O)Nc2cc(Cl)c(Br)cc2C(=O)O)cc1	·	0.0	·	-22	-5	·	-1.9	0	0.1	·	·
COc1ccc(-n2ccnc2SCC(=O)Nc2ccccc2)cc1	-0.7	-1.1	0	0	6	0.3	-3.2	-2	-2.3	-3.3	0.7
CC1(C(=O)Nc2ccc3c(c2)OCCO3)CN(S(C)(=O)=O)CC(=O)N1CCCn1ccnc1 (centres undefined)	0.4	-0.5	-1	6	4	·	0.3	-3	0.1	0.9	·
CN1CCC(N[C@@H](Cc2c[nH]c3ccccc23)C(=O)NCCCc2ccccc2)(C(=O)NCCc2c[nH]c3ccccc23)CC1	·	-0.8	·	-59	7	·	3.4	0	6.3*	·	·
Cc1ccc2cc(CN(CC3CCCO3)S(=O)(=O)c3cccc4nsnc34)c(=O)[nH]c2c1 (centres undefined)	0.5	-0.4	-1	4	-3	-0.6	3.4	-1	1.2	0.1	0.8
Cc1c(CNC(=O)C2CCC(=O)N(CCc3ccccc3)C2)cnn1C (centres undefined)	2.7	-0.7	2	-2	-4	1.5	-1.0	3	-0.9	-2.2	0.0
NC(=O)[C@@H]1CCCN1C(=O)[C@@H](Cc1ccccc1)NC(=O)[C@H]1O[C@@H](n2ccc(N)nc2=O)[C@H](O)[C@@H]1O	0.0	-1.1	-2	0	2	·	-1.4	-1	1.7	0.3	·
C[C@H]1CCC[C@@]2(O[C@H](CCO)C[C@H](O)[C@H]2O)O1	0.4	-0.9	-1	12	1	1.1	1.4	-4	-1.1	1.3	0.3
COC(=O)c1cc(O)c(OCc2ccccc2)c(O)c1	-0.5	-1.5	2	-1	-1	0.9	0.4	-4	0.8	-1.5	1.0
O=[N+]([O-])c1cc([N+](=O)[O-])c2cc(-c3cccnc3)[nH]c2c1	-0.6	-0.8	-2	0	-24	3.5	-1.1	-31	-0.9	-0.5	0.6
CC(=O)Nc1nc2[nH]ccc2c(=O)[nH]1	-0.8	-1.5	-2	0	-5	2.0	2.6	-7	-0.4	0.2	4.0
COC(=O)C1=CN(Cc2ccc(OC)c(OC)c2)C=C(C(=O)OC)C1c1cccc(F)c1	-0.1	-1.2	-3	11	i	-1.8	-1.5	-1	-1.5	1.5	0.6
COc1ccc(CNS(=O)(=O)c2ccc3c(c2)CC(C)N3C(=O)C2CC2)cc1 (centres undefined)	-0.6	-1.6	-4	-5	-6	1.2	1.6	-2	-1.1	-1.6	-0.7
O=C(c1ccc(F)cc1)N1CCN(C2=NS(=O)(=O)c3ccccc32)CC1	0.0	-0.2	-2	2	3	1.3	-1.9	2	-0.2	-1.3	0.2
O=C(COC(=O)CN1C(=O)C2CC=CCC2C1=O)Nc1cc(C(F)(F)F)ccc1N1CCOCC1 (centres undefined)	-0.5	-0.9	-3	3	-3	-0.6	-0.4	8	-0.5	-0.8	0.9
CCCSc1nc2sc3c(c2c(=O)n1-c1ccc(OC)cc1)CCN(C)C3	-0.6	-1.5	-1	12	-57	1.7	-2.7	5	-1.8	0.3	-1.5
Cc1ccc(S(=O)(=O)N2C[C@H]3C(=O)C[C@@H](c4ccccc4)N(S(=O)(=O)c4ccc(C)cc4)[C@H]3C[C@H]2c2ccccc2)cc1	-0.5	-1.0	1	-10	2	-0.1	1.9	2	-1.5	-0.5	1.1
CCSc1nnc(NC(=O)c2ccc(C)o2)s1	1.1	-1.0	4	-7	-22	2.2	9.2	-4	0.0	0.1	-0.3
COC(=O)c1cc(-c2ccc(C)c(C)c2)c(=O)n2c1CCC2	-1.4	-1.7	-1	2	-22	·	-1.5	5	0.4	·	·
CS(=O)(=O)c1ccc2nc(NC(=O)Cc3ccccc3)sc2c1	-1.0	-1.9	6	-8	2	0.0	4.7	15	-1.2	5.6	-0.2
COc1ccc(Nc2c(-c3ccc(C)cc3)nc3cnccn23)cc1	-0.7	-1.9	2	-1	-69	2.3	-0.8	0	-0.7	0.2	-0.2
O=C(CN1CCN(Cc2ccc3c(c2)OCO3)CC1)Nc1ccc(F)cc1	0.5	-1.2	-2	0	-1	0.2	2.9	-2	-2.0	-0.6	4.8*
O=C1NCCN(Cc2c(F)cccc2Cl)C1CC(=O)N1CCCCO1 (centres undefined)	-0.2	-1.3	2	-2	-4	1.2	0.8	3	-2.2	-1.8	1.4
Cc1ccc(C)c(NC(=S)N2CCC(N(C)CC3CCCO3)CC2)c1 (centres undefined)	0.5	-1.7	-3	5	-3	-2.2	1.5	0	-1.3	0.8	2.5
O=C1c2cccnc2C(=O)N1Cc1ccc(F)cc1S(=O)(=O)NCc1ccco1	-0.7	-1.2	0	11	-9	0.1	-2.2	-1	0.3	1.9	0.2
CC1=NN(C(=O)c2ccc(Cn3nc(C)c([N+](=O)[O-])c3C)o2)C(O)(C(F)(F)F)C1 (centres undefined)	-0.1	-1.1	-1	-1	-3	1.9	1.7	4	-0.8	-1.3	0.4
COc1cc(OC)nc(-n2ncc(OC)c(Br)c2=O)n1	-0.1	-0.9	7	5	6	-0.7	1.4	6	-0.8	-1.7	1.6
CCOc1ncccc1C(=O)N=c1sccn1C	0.2	-1.2	-3	6	-2	-2.1	0.6	-7	0.8	-1.8	-1.0
CCc1ccccc1NC(=S)N1CCN(c2ccccn2)CC1	0.2	-0.5	-5	4	2	0.6	-1.0	-3	-1.5	-2.8	-0.6
COc1ccc(-n2nnnc2-c2ccccc2)cc1	-2.2	-1.6	-3	-4	3	-3.8	0.6	0	-0.1	0.5	-3.4
O=C1CCCCC1Oc1ccc2ccc(=O)oc2c1 (centres undefined)	0.8	-0.6	-4	10	-50	1.9	0.1	0	-1.5	-0.6	0.4
CCN=c1scc(-c2cccs2)n1/N=C/c1cc(OC)ccc1O	-1.1	-1.4	-3	10	-88	2.3	5.1	-3	-0.9	-0.2	0.3
CCCc1nnc(NC(=O)c2cccnc2)s1	0.3	-0.7	0	-2	-5	0.0	0.9	-3	0.3	0.4	·
Cc1ccc(OCCN2CCNCC2)c([N+](=O)[O-])c1	1.6	-1.7	2	-5	3	1.1	1.7	-3	-1.4	-0.7	0.8
CC(=O)CCC(=O)N1CCCC(N2CCN(c3cccc(Cl)c3)CC2)C1 (centres undefined)	-0.3	-1.7	-2	-6	1	1.3	2.2	1	-1.8	0.6	0.3
CC(C)n1nccc1NC(=O)COC(=O)c1ccc(NC(N)=O)cc1	1.1	-0.8	5	2	3	-0.3	1.0	3	-0.3	-0.7	-1.1
